# Screens deposited in PubChem by several laboratories.
# PME-1 inh – PME-1 inhibitors via competitive probe labeling, primary screen, biochemical, fluorescence polarization, FP-Rh probe, HTS | inhibition, % at 5.9 µM | Protein phosphatase methylesterase 1 (Homo sapiens), Q9Y570 | recombinant PME-1 | hit rate 0.53% among 320,000;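 active means inhibition above the campaign mean of all compounds plus 3 SD, cut at about 26% in these data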;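 further: competitive labeling of PME-1 active site by serine hydrolase directed probe; 0% = PME-1 with DMSO and 100% = wells lacking PME-1 enzyme; inhibitors block probe labeling so polarization falls and inhibition rises; many of its hits are not listed in these tables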
# Efflux pump inh – inhibitors of Candida efflux pumps in yeast, primary screen, S. cerevisiae, Nile Red, multiplex. S. cerevisiae Candida pump triplex. inhibition, % at 10 µM. hit rate 0.44% among 330,000;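 active means plate passing quality check with inhibition over a set limit, or well fluorescence over plate mean plus 4 SD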;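 further: Nile Red retained in pooled yeast measured as flow cytometry median fluorescence; 0% = buffer negative control and 100% = Enniatin B positive control; higher means more Nile Red kept so more efflux inhibition; some compounds called inactive have numbers as strong as hits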
# Fam108B inh – mouse Fam108B serine hydrolase inhibitors, primary screen, counter-screen for RBBP9 inhibitor project, biochemical, fluorescence polarization; recombinant Fam108B, FP-Rh probe fluorescence polarization; AID 1947, 2009; inhibition, % at 9.51 µM; hit rate 0.33% among 300,000;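 active means inhibition above the screen mean inhibition plus 3 SD, computed separately per campaign, cut at about 18% in these data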;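 further: inhibitors lower polarization as less probe binds the enzyme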
# MCL1 BIM primary – inhibitors of MCL1 binding to BIM-BH3, primary screen, biochemical, fluorescence polarization | Induced myeloid leukemia cell differentiation protein Mcl-1 (Homo sapiens), Q07820 | GST-MCL1 / FITC-Bim-BH3 fluorescence polarization | inhibition, % at 10.9 µM | hit rate 0.68% among 320,000;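 active means inhibition above the mean inhibition of all tested compounds plus 3 SD, set per campaign, cut at about 40% in these data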;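 further: 0% = DMSO wells and 100% = unlabeled Bim-BH3 peptide control; higher means more loss of mP so more displacement of Bim peptide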
# BCLXL inh – inhibitors of human Bcl-xL, primary screen, biochemical, fluorescence polarization, HTS. hit rate 0.7% among 320,000. inhibition, % at 10.9 µM. Bcl-2-like protein 1 (Homo sapiens), Q07817. GST-Bcl-xL / FITC-Bim BH3 peptide fluorescence polarization;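 active means inhibition above the mean of all tested compounds plus 3 SD, cutoff set per campaign, cut at about 30% in these data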;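 further: 0% = DMSO wells and 100% = unlabeled Bim-BH3 peptide competitor; inhibitors lower millipolarization by displacing the labeled peptide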
# MEX-5 binding – MEX-5 zinc finger RNA-binding disruptors – biochemical, C. elegans, fluorescence polarization, MLPCN library, primary screen; Zinc finger protein mex-5 (Caenorhabditis elegans), Q9XUB2; MEX-5/FITC-TCR2 RNA binding; stronger effect = lower value; activity score (negative = inhibition of binding), % at 10 µM; hit rate 0.38% among 300,000; AID 1832, 2009;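 active means inhibition past about -25% in most replicates, and total fluorescence under double the plate's negative control median, limit read from the data; inconclusive means replicates evenly split on the limit, or fluorescence at least double controls; inactive means too little inhibition in most replicates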;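 further: 0% = DMSO and -100% = 5 µM competing unlabeled TCR2 RNA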
# VLA-4 inh – inhibition in human VLA-4 binding assay, primary screen, VLA-4 allosteric modulator project, MLPCN library, flow cytometry, VLA-4 expressing cells; Integrin alpha-4 (Homo sapiens), P13612; ligand binding flow cytometry; inhibition, % (about 7 µM as worked out from the volumes in the protocol); hit rate 0.2% among 330,000; AID 2557, 2010; in the data active means inhibition above about 50%
# Target sequence (P13612 whole entry, looked up): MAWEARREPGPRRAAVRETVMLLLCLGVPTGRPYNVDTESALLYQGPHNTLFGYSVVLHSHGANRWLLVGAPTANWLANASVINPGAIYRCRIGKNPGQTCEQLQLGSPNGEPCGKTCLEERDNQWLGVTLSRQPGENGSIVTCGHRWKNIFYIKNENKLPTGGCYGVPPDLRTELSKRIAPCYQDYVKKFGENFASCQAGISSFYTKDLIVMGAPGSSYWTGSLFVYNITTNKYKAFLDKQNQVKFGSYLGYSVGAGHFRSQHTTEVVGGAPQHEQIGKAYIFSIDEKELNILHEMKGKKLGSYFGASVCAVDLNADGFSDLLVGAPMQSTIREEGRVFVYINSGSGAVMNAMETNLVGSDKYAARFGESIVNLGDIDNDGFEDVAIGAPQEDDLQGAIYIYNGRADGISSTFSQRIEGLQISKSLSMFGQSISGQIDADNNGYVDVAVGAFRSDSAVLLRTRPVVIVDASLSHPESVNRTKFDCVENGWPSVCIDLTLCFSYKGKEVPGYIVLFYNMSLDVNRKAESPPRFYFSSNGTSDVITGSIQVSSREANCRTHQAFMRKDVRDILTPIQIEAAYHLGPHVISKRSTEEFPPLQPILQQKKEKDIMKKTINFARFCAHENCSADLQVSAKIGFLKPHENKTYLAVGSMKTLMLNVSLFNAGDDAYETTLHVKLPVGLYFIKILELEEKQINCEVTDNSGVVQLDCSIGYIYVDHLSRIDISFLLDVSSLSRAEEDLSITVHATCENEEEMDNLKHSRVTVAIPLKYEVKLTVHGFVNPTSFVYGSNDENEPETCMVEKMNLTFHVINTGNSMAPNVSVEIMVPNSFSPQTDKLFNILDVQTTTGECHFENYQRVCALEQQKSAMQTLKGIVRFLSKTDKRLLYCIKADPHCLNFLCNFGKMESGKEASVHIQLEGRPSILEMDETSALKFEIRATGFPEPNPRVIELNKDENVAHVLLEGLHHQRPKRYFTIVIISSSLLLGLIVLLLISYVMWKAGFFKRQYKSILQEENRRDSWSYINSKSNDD
# GRK2 aptamer HTS – compounds blocking aptamer binding on GRK2 – biochemical, human GRK2, bead flow cytometry, HTS, primary screen; Beta-adrenergic receptor kinase 1 (Homo sapiens), P25098; FAM-aptamer displacement from GRK2; inhibition of aptamer binding, % at 10 µM; hit rate 0.59% among 330,000; AID 488847, 2010;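 active means inhibition of aptamer binding above 40%, roughly 3 SD of noise, on plates passing a quality check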;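 further: median bead fluorescence of bound FAM aptamer so fluorescent compounds give negative values; no value below 0 was filed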
# GLD-1 TGE inh – GLD-1/TGE RNA complex disruptors, primary screen, biochemical, fluorescence polarization | Female germline-specific tumor suppressor gld-1 (Caenorhabditis elegans), Q17339 | purified GLD-1 + fluorescein TGE RNA | inhibition, % at 5.96 µM | hit rate 0.44% among 320,000;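 active means percent inhibition above a per-plate cutoff, the plate mean of test compounds plus 3 SD, cut at about 30% in these data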;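 further: 0% = DMSO wells with GLD-1 and probe and 100% = wells lacking GLD-1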
# * hit, by the source's call; ? = inconclusive; . = not tested or not shown. These rows are one share of the data (hit frequency here may not be typical).
SMILES,PME-1 inh,Efflux pump inh,Fam108B inh,MCL1 BIM primary,BCLXL inh,MEX-5 binding,VLA-4 inh,GRK2 aptamer HTS,GLD-1 TGE inh
c1cnn(-c2cc(N3CCOCC3)ncn2)c1,1,0.0,2,0,0,1.4,-1,0,1
CCCCOc1ccc(C(=O)N(Cc2ccco2)C2CCS(=O)(=O)C2)cc1 (stereo not given),8,-0.2,4,-2,1,-0.5,5,0,2
COc1ccccc1NC(=S)NCc1ccccc1,-5,-0.1,1,1,-3,1.1,-4,2,4
CC(=O)N1c2ccc(S(=O)(=O)NCCC(=O)Nc3cccc(Cl)c3)cc2CC1C (stereo not given),-3,0.1,2,-7,-6,0.5,18,2,-6
O=S(=O)(c1cc(F)ccc1F)N1CCC2(CC1)OCCN2S(=O)(=O)c1cccs1,15,0.0,-1,4,3,1.1,4,4,-6
CCOC(=O)C1=NN(C(=O)Cc2ccccc2)C(O)(C(C)(C)C)C1 (stereo not given),3,0.0,1,-6,-4,0.5,4,0,4
CCn1cc(C(=S)N2CCC(C(N)=O)CC2)c2ccccc21,-6,0.0,1,-4,2,-0.6,7,0,-7
O=C(CN1CCN(S(=O)(=O)c2ccc(Cl)cc2)CC1)Nc1ccc(N2CCOCC2)cc1,-8,-0.3,0,-2,6,2.9,1,0,-7
CCCCCN(C(=O)CCC(=O)OC(C)C(=O)NCc1ccccc1)c1c(N)n(CCCC)c(=O)[nH]c1=O (stereo not given),1,0.1,5,4,-1,2.3,-16,0,6
CCOc1cc2c(C#N)c(N3CCOCC3)nc(N)c2c(N)n1,2,-0.1,3,7,8,-3.1,2,2,-2
COc1ccc(OCc2nnc(NC(=O)Nc3ccc(F)cc3)s2)cc1,-23,0.0,-14,4,2,-1.4,-9,0,-2
Cc1cc(Br)ccc1NC(=O)c1sc2ncn(CC(=O)N3CCN(c4ccccn4)CC3)c(=O)c2c1C,-7,0.1,-1,3,-2,1.8,2,0,-4
CC1CN(C(=O)C(C)N2C(=O)c3ccccc3C2=O)CC(C)O1 (stereo not given),2,-0.2,0,9,0,1.5,7,0,4
O=c1[nH]c(CN2CCN(c3ncccn3)CC2)nc2c(Br)cc(Br)cc12,-5,0.2,-9,-7,1,-5.7,9,2,-1
Cc1cc(C)c2c(n1)SCC(=O)N2CC(=O)Nc1ccccc1Cl,0,0.2,4,4,-4,-1.8,-3,0,7
C/C(=N\NC(=O)CSc1nc2ccccc2[nH]1)c1ccncc1,-8,-0.2,0,-5,1,-0.6,5,1,-6
COCCNC(=O)Nc1ccc2nc(-c3ccco3)c(-c3ccco3)nc2c1,15,0.1,64*,131*,120*,.,-14,3,69*
CCO/C(C)=N/n1c2nc3ccccc3nc2c2c(=O)n(C3CCCC3)c(C)nc21,-3,-0.1,-1,0,-1,?,9,0,3
CC(=O)/C=C/n1c(=S)oc2ccccc21,2,0.0,2,3,5,1.3,-22,1,6
CCN(CC)S(=O)(=O)c1cccc(NC(=O)COC(=O)/C=C/c2ccco2)c1,-1,-0.3,0,-2,6,1.0,10,3,-3
CC(=O)Oc1ccc(/C=C2/CCc3ccccc3C2=O)cc1,2,0.3,-3,4,-4,0.7,-11,1,1
CN(C)c1ccnc2sc(C(N)=O)c(N)c12,0,0.0,9,11,4,-0.5,19,4,2
CCN(CC(=O)Nc1ccccc1C(F)(F)F)C(=O)c1oc2ccc(OC)cc2c1C,8,-0.2,3,-3,-4,2.1,-5,0,0
CCOC(=O)N/N=C/c1cc(OC)c(O)c(OC)c1,0,0.1,4,-3,3,-0.1,21,2,3
CC(C)CCn1c(=O)c2sccc2n2c(CCCC(=O)N3CCN(c4ccccn4)CC3)nnc12,-1,-0.4,0,5,71*,-0.6,-4,0,3
SMILES,PME-1 inh,Efflux pump inh,Fam108B inh,MCL1 BIM primary,BCLXL inh,MEX-5 binding,VLA-4 inh,GRK2 aptamer HTS,GLD-1 TGE inh
Cc1cc(C(=O)N(C)CC(=O)Nc2cccc(F)c2)no1,-4,-0.1,0,-1,-3,1.5,-8,0,8
Cn1c2ccc(F)cc2c2nnc(SCC(=O)Nc3cccc(O)c3)nc21,2,0.0,-1,16,12,-2.3,-1,0,-2
O=C(CN1CCCc2ccccc21)NC(=O)NCc1ccccc1,6,-0.1,-5,4,13,0.0,-4,1,-4
COCCCn1c(SCC(=O)Nc2ccc(NC(=O)c3ccco3)c(OC)c2)nc2ccccc2c1=O,3,0.4,2,-7,-1,-0.8,-24,6,-9
Cc1cc(C(=O)Cn2cc(C(F)(F)F)ccc2=O)c(C)n1-c1ccccc1,-5,0.4,-2,-3,0,-1.0,19,4,8
Cc1ccc(S(=O)(=O)NC(=O)Nn2c(C)nnc2C)cc1,-3,-0.1,1,2,4,-0.2,13,0,-2
CCOc1ccccc1-c1nc2c(C(C)(C)C)nn(C)c2c(=O)[nH]1,8,0.0,4,0,4,1.3,-11,0,0
CSc1ccccc1OCc1cc(C(=O)NC(C)c2cnn(C)c2)no1 (stereo not given),2,-0.1,-25,-6,0,-0.4,-8,0,-8
CCOc1cccc(CN2CCC(N3CCC(C(=O)NCC4CCCO4)CC3)CC2)c1 (stereo not given),-2,0.2,-2,5,4,-9.3,-7,0,8
COc1cc2c(cc1OC)C(c1cc3ccccc3oc1=O)=NC(C)(C)C2,-4,-0.1,-5,-11,-5,2.4,3,2,9
CC(=O)c1cccc(NC(=O)CSc2ccc(-c3sc(C)nc3C)nn2)c1,-1,0.0,2,-1,1,-1.8,0,5,-3
COc1cccc(C2CC(C(F)(F)F)n3nc(C(=O)NCc4cccnc4)cc3N2)c1 (stereo not given),7,0.0,-2,3,5,-2.7,14,7,4
O=C(OCC#CCSc1nnc(-c2cccc3ccccc23)o1)c1ccco1,-1,0.0,-7,-7,-1,-1.3,12,2,-4
CCC1Oc2ccccc2N(CC(=O)NCc2cccs2)C1=O (stereo not given),5,0.1,-3,4,-4,0.6,4,0,-3
CCc1nnc(NC(=O)Cc2cc(OC)c(OC)c(OC)c2)s1,4,-0.3,0,4,2,2.4,-5,1,2
CC[N+]1(CC)CC2CCC(C)(C1)C2(C)C (stereo not given),-1,0.1,1,-9,-6,-0.5,6,0,1
COc1ccc(OC)c(NC(=O)C2=C(C)Nc3ncnn3C2c2cccs2)c1 (stereo not given),-2,-0.1,5,11,8,0.0,-2,1,4
COc1cccc(NC(=O)Cn2c3ccccc3c3nc4n(c(=O)c32)CCS4)c1,-6,-0.1,-1,-2,5,-0.5,-3,0,2
COc1ccccc1NC(=O)Cc1noc(CSc2cccc[n+]2[O-])n1,-1,0.1,-5,-8,-2,0.2,27,0,-7
O=C(CCc1c[nH]c2ccccc12)NCc1cccc(Cl)c1,-2,0.1,-1,-4,3,0.4,14,0,0
Cc1nonc1CN(C)C(=O)CC1C(=O)NCCN1Cc1c(F)cccc1Cl (stereo not given),3,0.1,1,4,5,1.1,-3,0,4
COc1cc(NC(=O)COC(=O)Cc2ccc(-c3ccccc3)cc2)cc(OC)c1,1,-0.1,-31,6,5,-0.6,-1,0,10
O=[N+]([O-])c1cccc(-c2noc3c2-c2nc(Cc4cccc5ccccc45)sc2CC3)c1,0,0.0,-1,-3,3,-4.6,-1,0,4
CC(Sc1nnc(-c2ccccc2Br)o1)C(=O)N1CCOCC1 (stereo not given),-4,0.0,-2,7,6,-1.1,17,1,3
O=C(COc1ccc(Cl)cc1)NCCCNC(=O)c1ccncc1,0,0.0,0,2,3,-3.0,5,2,5
SMILES,PME-1 inh,Efflux pump inh,Fam108B inh,MCL1 BIM primary,BCLXL inh,MEX-5 binding,VLA-4 inh,GRK2 aptamer HTS,GLD-1 TGE inh
Cc1ccc(-c2ccc(=O)n(Cc3ccc(F)cc3)n2)cc1,4,-0.2,3,-11,-2,-0.7,-4,0,-1
CCc1cc(SC#N)cc(CC)c1NC(=O)CCl,-2,0.3,7,-6,0,0.1,-11,0,-10
CN(CC(=O)Nc1ccc(OC(F)(F)F)cc1)C(=O)Cc1ccc2c(c1)CCC2,3,-0.3,.,5,-5,.,4,0,-3
CC1CCCC(NC(=O)COC(=O)COc2ccc(Br)cc2)C1C (stereo not given),.,-0.2,.,.,.,.,-7,0,1
COc1ccccc1/C=C(/C(=O)OCC(=O)Nc1ccc(N(C)C)cc1)c1ccccc1,9,-0.1,11,6,3,-3.1,-2,1,8
NCCCC[C@@H]1NC(=O)[C@H](CCC(=O)O)NC(=O)c2cc([N+](=O)[O-])cc(I)c2SC[C@@H](C(=O)NCC(N)=O)NC1=O,-4,0.1,3,-19,2,-8.8,-15,1,-5
COC(=O)C1=C(C)Nc2c(c(=O)n(C)c(=O)n2C)C1c1cccnc1 (stereo not given),-2,0.1,-2,2,1,2.2,10,0,-7
CC1C(Br)C(=O)NC(=O)N1Cc1ccccc1 (stereo not given),3,0.4,-2,-8,-1,-0.8,13,1,-3
